High-throughput results as filed in PubChem BioAssay.
GPR55 beta-arrestin = selective activators of receptor GPR55 – imaging, U2OS cells, beta-arrestin-GFP redistribution, primary screen (AID 1961). U2OS GPR55 beta-arrestin-GFP redistribution imaging; higher % means a stronger effect. activation, % at 10 µM, or EC50 in µM where a hit was titrated. actives 0.048% (n = 290,000);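 active = activation above 40% with more than 50 cells counted in the well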;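 note: U2OS osteosarcoma cells stably expressing GPR55 and beta-arrestin-GFP; plate controls were DMSO negative control for no effect and LPI positive control for full effect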
HEK293 NOD2/NF-kB = inhibition of NOD2-driven NF-kB reporter – cell-based, luminescence, uHTS, HEK293 (AID 1566); HEK293 NOD2/NF-kB luciferase reporter, luminescence; higher % means a stronger effect; inhibition, % at 4 µM, or EC50 in µM where a hit was titrated; actives 0.63% (n = 290,000); note: many of its hits are not listed in these tables
Large T inhibition = SV40 large T antigen inhibitors, biochemical (AID 1903); inhibition, % at 20 µM; hits with a dose series show IC50 in µM; actives 0.39% (n = 310,000); SV40 large T antigen ATPase/helicase inhibition assay; higher % means a stronger effect; in the data active = a potency from the dose series; note: strong numbers were not always called active
KOR beta-arrestin-1 = KOR antagonists, beta-arrestin recruitment, cell-based, luminescence, uHTS (AID 1778). inhibition, % at 10 µM, or IC50 in µM where a hit was titrated. actives 0.091% (n = 290,000). KOR beta-arrestin recruitment, luminescence, antagonist mode; higher % means a stronger effect; note: strong numbers were not always called active
Rac1 GTP hydrolysis = MgcRacGAP GTPase-activating activity inhibitors, confirmation, biochemical, ADP Hunter fluorescence; MgcRacGAP-stimulated Rac1 GTP hydrolysis, ADP Hunter fluorescence; higher % means a stronger effect; GST-tagged Rac1 F28L mutant substrate; one-dose inhibition, % at 30 µM; IC50 in µM for titrated hits; actives 0.6% (n = 340,000);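 active = first-screen hits whose inhibition reached a set limit at any dose in the follow-up dose series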;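 note: fluorescence reports GDP produced by GAP-driven GTP hydrolysis; strong numbers were not always called active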
GPR55 LPI antagonism = inhibition of LPI-stimulated GPR55 beta-arrestin translocation – imaging, U2OS, beta-arrestin-GFP, LPI agonist, primary screen (AID 2013). actives 0.13% (n = 290,000). U2OS GPR55 beta-arrestin-GFP translocation imaging, LPI antagonism; higher % means a stronger effect. one-dose inhibition, % at 10 µM; IC50 in µM for titrated hits;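 active = spots per cell inhibited over 60%, with over 100 cells counted and total cytoplasm intensity under 500,000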;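 note: U2OS cells stably carrying GPR55 and arrestin-GFP stimulated by 5 µM LPI near EC80; imaged beta-arrestin-GFP aggregate spots per cell after agonist stimulation; plate controls were LPI-stimulated DMSO wells for no effect and DMSO wells without LPI for full effect; some results filed as inactive read as strong as hits; confirmed hits need IC50 under 10 µM and bright autofluorescent wells are also inconclusive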
KOR beta-arrestin-2 = kappa opioid receptor activators – cell-based, luminescence, uHTS, primary screen (AID 1777); KOR beta-arrestin recruitment, luminescence; higher % means a stronger effect; activation, % at 10 µM; hits with a dose series show EC50 in µM; actives 0.02% (n = 280,000); in the data active = activation above about 50%, passing the limit was not always enough; note: a part of the inactive calls stands beside numbers as strong as those of hits
NOD1 inhibition = NOD1 signaling inhibitors, primary screen, cell-based, luminescence, uHTS (AID 1578); actives 1% (n = 290,000); NOD1-driven NF-kB luciferase reporter cells, luminescence; higher % means a stronger effect; inhibition, % at 4 µM, or EC50 in µM where a hit was titrated; in the data active = inhibition mostly above about 36%, no sharp cut-off; inactive = mostly below about 34%;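 note: HEK-293T reporter cells stimulated with the NOD1 agonist gamma-tri-DAP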
HIV peptide binding = cell-free HIV fusion peptide-binding blockers – biochemical, uHTS, fluorescence dequenching, primary screen (AID 1986) | cell-free peptide binding, fluorescence dequenching, 30 min; higher % means a stronger effect | one-dose inhibition, % at 20 µM; IC50 in µM for titrated hits | actives 0.3% (n = 290,000); in the data active = inhibition mostly above about 52%, no sharp cut-off; inactive = mostly below about 76%; note: some results filed as inactive read as strong as hits
* = called active by the depositor; · = no result given; [ ] = dose if it differs, or a comment. Cut-off read from the data, not from the text of the source, unless noted: active = inhibition above about 50%; inactive = the rest.

SMILES | GPR55 beta-arrestin | HEK293 NOD2/NF-kB | Large T inhibition | KOR beta-arrestin-1 | Rac1 GTP hydrolysis | GPR55 LPI antagonism | KOR beta-arrestin-2 | NOD1 inhibition | HIV peptide binding
C=C(C(=O)O)C1CCC2(C)CCCC(C)(O)C2C1 (stereo not drawn) | 0.0% | 3% | 1% | 16% | 4% | 12% | -3.6% | -1% | 1.9%
CCC(=O)NC1OC(CO)C(O)C(O)C1O (stereo not drawn) | 0.0% | -5% | 6% | -19%[20 µM] | 0% | -1% | -4.3% | -19% | 0.7%
COc1cc(NC(=O)c2ccc(Cl)cc2)c(OC)cc1NC(=O)CN1CCCCC1 | 0.2% | 17% | 5% | -23% | · | 14% | -3.1% | -46% | 0.5%
CC(C)CNS(=O)(=O)c1cc(C(=O)O)c(Cl)cc1Cl | 0.3% | 13% | 3% | 8% | 5% | 2% | 0.8% | -4% | 0.6%
Cc1ccc(N(CC(=O)NC2CCCCC2)S(=O)(=O)c2c(C)nn(C)c2C)cc1 | -0.1% | 12% | 9% | 14% | -2% | 1% | 5.7% | 15% | 1.0%
O=C(C/C=N/OCc1c(Cl)cccc1Cl)c1ccccc1 | -0.1% | 0% | 3% | -34% | 6% | -8% | 6.7% | -23% | 7.0%
Cc1ccc2nc(SCC(=O)Nc3c(F)cccc3F)[nH]c2c1 | 0.6% | -10% | 2% | 16% | 7% | 3% | -1.2% | -26% | 0.6%
Cc1ccc(-c2cc(-c3ccc(F)cc3)nc(N)c2C#N)o1 | -0.1% | 8% | 17% | 29% | 5% | 2% | -5.3% | 4% | 20%
CC(C)Oc1ccccc1C1CC(=O)Nc2c1c(=O)n(C)c(=O)n2C (stereo not drawn) | -0.1% | 11% | 3% | -27% | · | -13% | -3.4% | 0% | 2.6%
Nc1nnnn1/N=C/c1ccc(Cl)cc1 | 0.0% | -6% | 3% | 9% | · | -3% | -2.5% | -10% | 0.9%
O=C(c1ccccn1)c1ccc2ccccc2n1 | -0.2% | 2% | 12% | 6% | · | 2% | 6.0% | -11% | 0.8%
CCOc1cc(/C=N/NC(=O)c2nnn(-c3nonc3N)c2C)ccc1OCc1ccc(F)cc1 | 0.3% | 4% | 10% | -52% | 10% | 15% | 3.8% | -14% | 7.4%
CCOC(=O)c1sc(NC(=O)CSc2nnc(-c3ccco3)o2)c(C(=O)OCC)c1C | -0.4% | 5% | -2% | 8% | 13% | -10% | -1.2% | -29% | -1.5%
COc1ccc(S(=O)(=O)NC(CC(=O)NCCc2ccc(OC)c(OC)c2)C(C)C)cc1 (stereo not drawn) | -0.1% | 10% | -4% | -32% | 1% | -1% | 0.5% | -69% | 1.6%
CN(C)S(=O)(=O)c1ccc(NC(=O)C2CC3C=CC2C3)cc1 (stereo not drawn) | -0.6% | 7% | 2% | 26% | -11% | -6% | 4.3% | -18% | -0.2%
O=c1c2cc(Br)ccc2[nH]c(=S)n1Cc1ccccn1 | -0.1% | -79% | 7% | -5% | -1% | 10% | 5.6% | -39% | 1.7%
CN(C)C(=O)c1ccc(NC(=O)CN2CCc3cc4c(cc3C2)OCCCO4)cc1 | -0.2% | 0% | 13% | -1% | -8% | 0% | -0.6% | -27% | 0.3%
Cc1ccc(C)c(Nc2cc(C(=O)NCc3cccnc3)c3ccccc3n2)c1 | 0.2% | 13% | 19% | 31% | 3% | 12% | 2.1% | -4% | 0.1%
O=C(O)C1CCCN1S(=O)(=O)c1ccc(Cl)c(Cl)c1 (stereo not drawn) | -0.2% | 0% | 18% | -6% | -5% | -5% | 2.2% | -33% | 1.3%
CCOC(=O)C(C)Oc1ncnc2cccc(F)c12 (stereo not drawn) | 1.2% | 15% | 7% | -13% | 9% | 7% | -5.4% | -9% | -1.1%
COC(=O)C(NC(=O)C(C)NC(=O)OCc1ccccc1)C(C)C (stereo not drawn) | 0.4% | 13% | 12% | -13% | 3% | 4% | 6.6% | 4% | 0.4%
Cc1ccnc(N2C(=O)CSC2c2ccc(Cl)cc2)c1 (stereo not drawn) | 0.2% | 5% | 7% | -16% | 8% | 11% | 1.6% | 12% | -2.5%
COc1ccc(OC)c(NC(=O)C(=S)NC2CCCCC2)c1 | -0.1% | 9% | 14% | -54%[20 µM] | 2% | -8% | 0.2% | -21% | -0.7%
COc1cccc2cc(C(=O)N3CCc4ccccc4C3)c(=O)oc12 | -0.1% | -25% | 7% | 7% | 4% | -8% | 9.2% | -12% | -1.5%
Brc1cccc(-c2nnc3n2CCC3)c1 | 0.2% | 8% | 14% | -15% | 4% | 2% | -4.9% | 6% | 1.7%
COc1cc(C(=O)NCCOc2cc(C)cc(C)c2)cc(OC)c1OC | -0.2% | -9% | 2% | 9% | · | -12% | -1.5% | 3% | -0.5%
CC(=O)c1cc2c(C)cc(=O)oc2cc1O | -0.1% | 32% | 16% | 10% | 0% | -3% | -1.7% | 31% | 0.3%
N#Cc1ccccc1OCCn1cncn1 | -0.2% | -7% | 3% | 6% | 9% | 13% | 0.0% | -37% | -0.2%
CN1CCN(C(=S)Nc2ccc([N+](=O)[O-])cc2)CC1 | 0.3% | -19% | 4% | -11% | 14% | -3% | 8.1% | 1% | -1.5%
O=C(OCCNC(=O)c1ccc2ccccc2n1)c1cccnc1 | -0.1% | 4% | 24% | -4% | 9% | -8% | -7.0% | 2% | -3.5%
CCn1c(Cc2ccccc2)nnc1SCC(=O)Nc1ccc2c(c1)OCO2 | 0.8% | -88% | 6% | -29% | 10% | 13% | -2.4% | -44% | -0.4%
COc1ccc2oc(C)c(C(=O)c3ccc(C)cc3)c2c1 | 0.4% | 6% | 3% | 20% | 9% | 8% | 1.2% | 4% | 1.3%
COc1ccc(NC(=O)CCCNS(=O)(=O)c2cccs2)cc1 | 0.2% | -2% | -2% | 23% | 4% | -10% | -3.8% | -29% | 1.3%
COC(=O)Cc1csc(NCc2ccccc2)n1 | -0.2% | -5% | 22% | -44% | 5% | 13% | 0.2% | -26% | 1.6%
CC1(C)CC(=O)C=C(NCc2ccco2)C1 | -0.2% | -4% | · | 5% | 6% | -2% | -3.9% | -31% | 1.8%
COc1ccc(N2C(=O)C3CCCCC3C2=O)cc1NC(=O)c1ccccc1 (stereo not drawn) | 0.0% | 4% | 11% | -20%[20 µM] | 7% | 7% | · | -30% | 0.0%
Cc1nn(-c2ccc(N3CCCCC3)nn2)c(C)c1CCC(=O)Nc1ccc(F)cc1 | -0.1% | -14% | 20% | -2% | 6% | 4% | -1.9% | -22% | -1.8%
CCC(=O)N1c2ccccc2NC2=C(C(=O)CCC2)C1c1cccnc1 (stereo not drawn) | -0.2% | 11% | 2% | 12% | 3% | 8% | -7.0% | -8% | 0.4%
Cc1nn2c(-c3cccc(NC(=O)CSc4nc5ccccc5o4)c3)nnc2c2ccccc12 | 1.4% | 13% | 14% | 6% | 11% | 0% | 2.4% | 5% | 2.3%
Nc1nc(N)c2sc3nc(C(F)(F)F)cc(C(F)(F)F)c3c2n1 | 0.5% | 13% | 3% | 2% | 6% | -24% | -2.7% | -8% | 3.6%
Cc1ccc(-n2c(C)cc(/C=C3\NC(=O)NC3=O)c2C)c(C)c1 | -0.1% | -9% | 22% | -45% | 6% | 10% | 1.4% | -38% | 0.4%
CN(C)c1ccc(/C=N/NC(=O)CNC(=O)/C=C/c2ccco2)cc1 | -0.1% | -13% | 15% | -16% | 15% | 4% | 2.9% | -14% | -0.5%
CCOC(=O)N1CCN(CC(=O)c2c[nH]c3ccc(F)cc23)CC1 | -0.1% | 0% | 2% | 15% | · | 3% | -3.0% | -29% | 1.3%
CSCc1ccc(C(=O)NCc2ccccc2)cc1 | -0.2% | -10% | 3% | 18% | 10% | 4% | 0.5% | -36% | 1.4%
COc1ccc(C(=O)NCC2(c3ccccc3)CCCC2)c(OC)c1 | -0.1% | 19% | 1% | 23% | 6% | 1% | -4.8% | 0% | -0.7%
COc1cc(CCCN2C(N)=NC[C@H]2Cc2ccc(O)cc2)cc(OC)c1OC | -0.1% | 9% | 2% | 12% | 5% | 2% | -2.3% | 2% | -1.4%
CC12CN3CC(C)(CN(C1)C3c1ccccc1)C2O (stereo not drawn) | 0.2% | 12% | 21% | -12%[20 µM] | 1% | 6% | · | -17% | -0.3%
Cn1c(=O)c2c(nc(Cl)n2CCOc2ccccc2)n(C)c1=O | 0.2% | 16% | 4% | -17% | 11% | -4% | 2.9% | -4% | -0.4%
NC(=O)C1(C(N)=O)OC1c1ccccc1 (stereo not drawn) | -0.1% | 5% | 10% | 12% | 9% | 8% | 2.4% | -6% | -1.0%
COc1cccc(C(C(=O)NC2CCCCC2)N(C(=O)c2cccs2)c2ccc3c(c2)OCO3)c1 (stereo not drawn) | 0.4% | 5% | 5% | 25% | 6% | 8% | -1.4% | -6% | 0.6%
O=C(CNS(=O)(=O)c1ccccc1)NCc1ccccn1 | 0.2% | 11% | 8% | 41% | 15% | 4% | -2.6% | -18% | 0.1%
O=c1cc(-c2ccc(Cl)c(Cl)c2)[nH][nH]1 | 0.2% | 8% | 29% | -46% | 9% | -28% | 5.5% | 9% | 6.5%

4 entries drawn at random from the list so far, as already listed:
SMILES | GPR55 beta-arrestin | HEK293 NOD2/NF-kB | Large T inhibition | KOR beta-arrestin-1 | Rac1 GTP hydrolysis | GPR55 LPI antagonism | KOR beta-arrestin-2 | NOD1 inhibition | HIV peptide binding
Cn1c(=O)c2c(nc(Cl)n2CCOc2ccccc2)n(C)c1=O | 0.2% | 16% | 4% | -17% | 11% | -4% | 2.9% | -4% | -0.4%
CN(C)c1ccc(/C=N/NC(=O)CNC(=O)/C=C/c2ccco2)cc1 | -0.1% | -13% | 15% | -16% | 15% | 4% | 2.9% | -14% | -0.5%
CC12CN3CC(C)(CN(C1)C3c1ccccc1)C2O (stereo not drawn) | 0.2% | 12% | 21% | -12%[20 µM] | 1% | 6% | · | -17% | -0.3%
COc1ccc(C(=O)NCC2(c3ccccc3)CCCC2)c(OC)c1 | -0.1% | 19% | 1% | 23% | 6% | 1% | -4.8% | 0% | -0.7%

Some of the entries above in a different format:
Under each structure: GPR55 beta-arrestin	HEK293 NOD2/NF-kB	Large T inhibition	KOR beta-arrestin-1	Rac1 GTP hydrolysis	GPR55 LPI antagonism	KOR beta-arrestin-2	NOD1 inhibition	HIV peptide binding
Cn1c(=O)c2c(nc(Cl)n2CCOc2ccccc2)n(C)c1=O
  0.2%	16%	4%	-17%	11%	-4%	2.9%	-4%	-0.4%
NC(=O)C1(C(N)=O)OC1c1ccccc1 (stereo not drawn)
  -0.1%	5%	10%	12%	9%	8%	2.4%	-6%	-1.0%
COc1cccc(C(C(=O)NC2CCCCC2)N(C(=O)c2cccs2)c2ccc3c(c2)OCO3)c1 (stereo not drawn)
  0.4%	5%	5%	25%	6%	8%	-1.4%	-6%	0.6%
O=C(CNS(=O)(=O)c1ccccc1)NCc1ccccn1
  0.2%	11%	8%	41%	15%	4%	-2.6%	-18%	0.1%

A portion of the library (hit frequency here may not be typical).
